# TEAD-YAP inh: TEAD-YAP interaction inhibition, primary screen, TEAD-YAP interaction inhibitor project, luminescence, HEK-TIYL cells | TEAD-Gal4/YAP UAS-luciferase luminescence | inhibition, % at 9.12 µM | 640,000 tested, 1.4% active; in the data active = inhibition above about 32%;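 also: 0% = median of test compound wells and 100% = reference inhibitor wells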
# FBW7 act: FBW7 E3 ligase activators, primary screen, biochemical, AlphaScreen, human. F-box/WD repeat-containing protein 7 (Homo sapiens), Q969H0. AlphaScreen FBW7–phospho-cyclin E peptide binding, activator screen. normalized activity (activation), % at 26.1 µM. 650,000 tested, 0.13% active. AID 1259310, 2017; in the data active = normalized activity above about 1.9%;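 also: purified mutant Fbw7 with reduced substrate affinity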
# Target sequence (Q969H0 whole entry, looked up): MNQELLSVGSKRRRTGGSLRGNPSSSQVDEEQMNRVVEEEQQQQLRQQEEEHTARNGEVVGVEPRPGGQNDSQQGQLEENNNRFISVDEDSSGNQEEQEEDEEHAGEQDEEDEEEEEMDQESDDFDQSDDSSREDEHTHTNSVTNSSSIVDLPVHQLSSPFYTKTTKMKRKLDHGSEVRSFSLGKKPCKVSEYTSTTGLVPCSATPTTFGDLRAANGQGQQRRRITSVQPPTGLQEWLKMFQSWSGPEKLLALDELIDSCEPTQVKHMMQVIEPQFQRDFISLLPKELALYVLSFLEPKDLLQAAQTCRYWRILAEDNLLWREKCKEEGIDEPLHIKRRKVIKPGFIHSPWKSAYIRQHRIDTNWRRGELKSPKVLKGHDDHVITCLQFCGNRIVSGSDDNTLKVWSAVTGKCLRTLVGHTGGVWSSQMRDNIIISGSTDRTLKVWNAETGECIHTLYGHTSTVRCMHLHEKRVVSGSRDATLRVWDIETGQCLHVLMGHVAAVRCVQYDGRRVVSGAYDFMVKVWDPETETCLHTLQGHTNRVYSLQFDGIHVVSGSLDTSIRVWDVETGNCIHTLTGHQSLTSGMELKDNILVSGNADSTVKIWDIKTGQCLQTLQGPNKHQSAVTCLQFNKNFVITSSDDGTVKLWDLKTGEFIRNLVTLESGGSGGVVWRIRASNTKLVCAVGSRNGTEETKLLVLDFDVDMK
# MITF primary: MITF inhibitors, primary screen, biochemical, AlphaScreen, human; Microphthalmia-associated transcription factor (Homo sapiens), O75030; AlphaScreen MITF homodimerization, bead proximity signal; inhibition, % at 2.6 µM; 650,000 tested, 0.91% active; in the data active = inhibition above about 50%;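 also: 0% = vehicle wells with protein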
# GPR151 ag: activators of human GPR151, primary screen, cell-based, PathHunter beta-arrestin, luminescence; G-protein coupled receptor 151 (Homo sapiens), Q8TDV0; PathHunter beta-arrestin GPR151 cells; activation, % at 11.2 µM; 650,000 tested, 1% active; AID 1508602, 2020; in the data active = activation above about 4.9%;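 also: 0% = median of compound wells and 100% = cells with positive control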
# Target sequence (Q8TDV0 whole entry, looked up): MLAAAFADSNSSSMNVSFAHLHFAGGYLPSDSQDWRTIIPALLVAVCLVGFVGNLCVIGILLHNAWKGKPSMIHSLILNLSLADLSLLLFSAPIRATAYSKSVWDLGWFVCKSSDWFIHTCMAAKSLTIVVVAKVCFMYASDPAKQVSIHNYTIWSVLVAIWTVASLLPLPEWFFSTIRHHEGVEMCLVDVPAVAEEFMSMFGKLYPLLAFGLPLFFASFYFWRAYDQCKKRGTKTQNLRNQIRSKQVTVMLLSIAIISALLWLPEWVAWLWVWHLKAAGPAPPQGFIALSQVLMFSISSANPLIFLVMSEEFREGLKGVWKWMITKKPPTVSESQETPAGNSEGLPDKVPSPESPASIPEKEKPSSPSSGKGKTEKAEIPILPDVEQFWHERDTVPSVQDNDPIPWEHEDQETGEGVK
# Active calls of the source: *.
SMILES,TEAD-YAP inh,FBW7 act,MITF primary,GPR151 ag
CC(=O)Nc1ccccc1C(=O)N1CCc2ccccc2C1,-5,-0.3,0,3.9
COc1cc(C2NC(=O)N(C)C(C)=C2C(=O)OCCc2ccccc2)cc(Br)c1O (stereo not drawn),1,1.1,12,-0.1
COC(=O)c1ccc(-c2ccc(OCC(=O)Nc3cccc(C(C)=O)c3)cc2)cc1,4,-0.1,16,0.2
Cn1c(SCC(=O)O)nnc1-c1ccc([N+](=O)[O-])cc1,17,-0.2,8,-0.5
O=C(c1ccccc1)N1CCN(C2=CC(=O)N(c3cccc(Cl)c3)C2=O)CC1,6,-0.1,-15,0.7
Cc1nc2c(C(=O)NCc3cccnc3)cnn2c(C)c1Cc1cccc(Cl)c1,0,-0.4,0,1.0
CN1CCC(=NNC(=O)c2cccc([N+](=O)[O-])c2)CC1,10,0.3,0,-0.6
O=C(Nc1nccs1)C1CC2c3ccccc3C1c1ccccc12 (stereo not drawn),-6,-0.1,5,0.0
Cc1ccccc1C(=O)N1CCN(c2ccc(-c3cccs3)nn2)CC1,-43,-0.1,10,0.2
CCC(CCC(=O)Nc1cccc(C(=O)O)c1)C(=O)O (stereo not drawn),3,-0.1,8,-2.2
Cc1cc(N2CCN(C(=O)c3ccccc3F)CC2)n2ncnc2n1,6,0.0,-19,-0.6
O=C1c2ccccc2C(=O)N1/N=C/c1c(F)cccc1F,5,1.1,-10,-1.9
COc1cccc(CN2CCN(C3CCN(C(C)C)CC3)C(CCO)C2)c1O (stereo not drawn),-5,0.0,-8,2.1
O=C1C2C3C=CC(C4CC34)C2C(=O)N1c1cccc(O)c1 (stereo not drawn),4,0.2,-4,0.7
CN(C)CCCn1c(C2COc3ccc(Cl)cc3C2)nc2cc(F)c(-c3cn[nH]c3)cc21 (stereo not drawn),-6,-0.2,-7,1.9
C/C(CC(=O)Nc1ccc(C)c(Cl)c1)=N\NC(=O)c1ccncc1,6,0.2,21,-2.0
CCN1C(=O)S/C(=C\c2ccc(-c3ccccc3[N+](=O)[O-])o2)C1=O,-10,-0.3,8,-2.7
COc1ccc(CNC(=O)c2c(O)c3ccccc3n(C)c2=O)cc1,-5,0.1,-2,3.4
O=C(Nc1ccc(F)cc1)c1cccc(C(=O)Nc2ccc(F)cc2)c1,3,0.0,-2,-10
Cc1nn(-c2ccccc2)c(Cl)c1/C=N/Nc1nncc(=O)[nH]1,-6,-0.4,0,-0.7
CCN(CC)C(=O)Cn1nc(C)n2c(cc3ccsc32)c1=O,-6,-0.1,1,-0.2
CCC(C(=O)N1CCN(c2cccc(Cl)c2)CC1)c1ccccc1 (stereo not drawn),0,0.3,3,-1.5
COc1ccc(C2=CSC3=NCCN23)cc1,5,-0.1,0,2.6
O=C(Nc1cccc(O)c1)c1ccccc1[N+](=O)[O-],-3,-0.1,-6,0.8
Cc1occc1-c1nn(CC(=O)NCCc2ccccc2)c(=O)o1,-16,-0.1,-1,-0.5
# The results go on.
SMILES,TEAD-YAP inh,FBW7 act,MITF primary,GPR151 ag
CSc1ncccc1C(=O)NCc1cccc(C(F)(F)F)c1,9,-0.1,-7,-1.8
COc1ccccc1C(=O)N/C(=C/c1ccccc1)C(=O)NC(CCSC)C(=O)O (stereo not drawn),11,0.0,11,3.0
N#Cc1c(NC(=O)COc2ccc(Cl)cc2)sc2c1CCCC2,-5,0.0,-2,1.0
O=C(c1ccc(-n2cccc2)cc1)N1CCN(c2ccccc2F)CC1,-28,-0.1,24,0.1
Cc1ccc(/C=N/N=C2\CC3CCC2(C)C3(C)C)o1 (stereo not drawn),7,0.1,10,1.1
CN1CCCCCC1C(=O)NCC1CCC2(CCN(Cc3ccccc3)CC2)O1 (stereo not drawn),-18,0.1,4,0.0
CCOC(=O)C1CCCN(C(=O)c2cn(-c3ccc(F)cc3F)c(=O)c3ccccc23)C1 (stereo not drawn),8,0.5,4,0.2
COc1ccc(C=O)c(OCc2ccccc2)c1,0,0.0,2,4.8
COc1cccc(C(C#N)N2CCC(c3ccccc3)=N2)c1O (stereo not drawn),31,0.0,1,-1.8
Cc1nn(-c2ccccc2)c(C)c1/C=C/C(=O)OCC(=O)N1CC(=O)Nc2ccccc21,21,0.2,3,0.4
COc1ccc(CSc2n[nH]c(C)n2)cc1Cl,44*,-0.1,-11,-1.4
Cn1cc(/C=C\c2nc(O)c([N+](=O)[O-])c(=O)[nH]2)c2ccccc21,-4,0.0,5,-0.2
CCCCOc1ccc(OCCNC(=O)c2ncn[nH]2)cc1,1,-1.3,48,0.5
COc1cc(NC(=O)COc2ccc(Cl)cc2Br)cc(OC)c1,12,0.2,14,-0.3
O=C(CN1CCC(O)(c2cccnc2)CC1)Nc1cccc(F)c1,3,0.1,4,-0.6
CS(=O)(=O)c1ccc2c(c1)nc(NCc1ccccc1)c1nccn12,9,-0.2,1,0.3
CCCCNC(=O)c1cnc(N2CCN(c3ncccn3)CC2)c2ccccc12,5,0.0,19,0.5
COc1ccc(OCC(N)=O)c(C=O)c1,-3,0.2,-6,-0.9
CC1Cc2ccccc2N1C(=O)c1ccc(S(=O)(=O)N(C)C)cc1 (stereo not drawn),-2,0.0,8,-0.2
Cc1cc(S(=O)(=O)Nc2ccc3c(c2)OCO3)ccc1-n1cnnn1,1,-0.3,-1,1.0
CC(=O)Nc1nc(-c2cc3cc(Cl)cc(Cl)c3oc2=O)cs1,-11,0.2,10,-0.6
Cc1ccccc1NC(=O)N1CCCC1C(=O)NCc1cccs1 (stereo not drawn),1,0.1,5,0.2
COCCCNC(=O)NCc1noc2ccc(C)cc12,-3,0.1,5,1.0
COC(=O)CNC(=O)c1ccc([N+](=O)[O-])cc1SCc1ccccc1,-10,0.1,7,1.5
O=C1C=C(c2cccs2)C[C@H](c2ccccc2)[C@H]1n1nnc([N+](=O)[O-])n1,13,-0.1,7,-1.2

# As a working copy, 2 of the compounds above:
SMILES,TEAD-YAP inh,FBW7 act,MITF primary,GPR151 ag
COC(=O)CNC(=O)c1ccc([N+](=O)[O-])cc1SCc1ccccc1,-10,0.1,7,1.5
O=C1C=C(c2cccs2)C[C@H](c2ccccc2)[C@H]1n1nnc([N+](=O)[O-])n1,13,-0.1,7,-1.2

# A run of entries from further up, for reference:
SMILES,TEAD-YAP inh,FBW7 act,MITF primary,GPR151 ag
COc1ccc(CSc2n[nH]c(C)n2)cc1Cl,44*,-0.1,-11,-1.4
Cn1cc(/C=C\c2nc(O)c([N+](=O)[O-])c(=O)[nH]2)c2ccccc21,-4,0.0,5,-0.2
CCCCOc1ccc(OCCNC(=O)c2ncn[nH]2)cc1,1,-1.3,48,0.5
COc1cc(NC(=O)COc2ccc(Cl)cc2Br)cc(OC)c1,12,0.2,14,-0.3
O=C(CN1CCC(O)(c2cccnc2)CC1)Nc1cccc(F)c1,3,0.1,4,-0.6
CS(=O)(=O)c1ccc2c(c1)nc(NCc1ccccc1)c1nccn12,9,-0.2,1,0.3
CCCCNC(=O)c1cnc(N2CCN(c3ncccn3)CC2)c2ccccc12,5,0.0,19,0.5
COc1ccc(OCC(N)=O)c(C=O)c1,-3,0.2,-6,-0.9
CC1Cc2ccccc2N1C(=O)c1ccc(S(=O)(=O)N(C)C)cc1 (stereo not drawn),-2,0.0,8,-0.2
Cc1cc(S(=O)(=O)Nc2ccc3c(c2)OCO3)ccc1-n1cnnn1,1,-0.3,-1,1.0
CC(=O)Nc1nc(-c2cc3cc(Cl)cc(Cl)c3oc2=O)cs1,-11,0.2,10,-0.6
Cc1ccccc1NC(=O)N1CCCC1C(=O)NCc1cccs1 (stereo not drawn),1,0.1,5,0.2
COCCCNC(=O)NCc1noc2ccc(C)cc12,-3,0.1,5,1.0
COC(=O)CNC(=O)c1ccc([N+](=O)[O-])cc1SCc1ccccc1,-10,0.1,7,1.5
O=C1C=C(c2cccs2)C[C@H](c2ccccc2)[C@H]1n1nnc([N+](=O)[O-])n1,13,-0.1,7,-1.2

# New compounds follow:
SMILES,TEAD-YAP inh,FBW7 act,MITF primary,GPR151 ag
COc1ccc(CCNC(=O)N(Cc2ccsc2)Cc2ccccn2)cc1,15,1.1,17,-1.8
O=C(CC1S/C(=N/N=C/C=C/c2ccccc2)NC1=O)Nc1ccc(F)cc1 (stereo not drawn),8,0.1,2,1.2
CN(C)S(=O)(=O)N1CCC[C@@H]1Cn1nc(-c2cccs2)ccc1=O,3,0.0,-6,0.5
CC(C)CCC1(C2CCN(C(=O)c3cc(=O)c4ccccc4o3)CC2)NC(=O)NC1=O (stereo not drawn),12,0.1,10,-0.1
O=[N+]([O-])c1cccnc1NC12CC3CC(CC(C3)C1)C2,-7,0.3,8,2.5
CCOC(=O)CN1C(=O)S/C(=C/c2ccc(-c3ccc([N+](=O)[O-])cc3OC)o2)C1=O,3,0.2,7,3.5
CCOC(=O)C1=C(C)NC2=C(C(=O)CC(C)(C)C2)C1c1sc(Cl)cc1Cl (stereo not drawn),10,0.4,13,2.0
c1ccc(CN2CCN(C(c3ccccc3)c3nnnn3Cc3cccs3)CC2)cc1 (stereo not drawn),4,-0.2,8,3.5
CC(C)NC(=O)c1ccc(-c2nn(C)c(=O)c3ccccc23)cc1,-9,0.0,15,1.6
COc1nc(-c2ccc(Cl)cc2)nc2ccccc12,-6,0.0,8,-1.5
Cn1cnnc1SCC(=O)C(C)(C)C,7,0.2,6,-2.2
COc1cccc(N2C(=O)/C(=C/c3cccc(OC)c3OC)C(=O)NC2=S)c1,4,-0.1,-9,0.1
CCOC(=O)N1CCC(n2c(SCC(=O)NCc3ccccc3Cl)nc3ccccc3c2=O)CC1,-19,0.0,3,0.2
CN(C)c1ccc(CNC2CC(C)(C)NC(C)(C)C2)cc1,0,0.0,21,-0.1
CCN1C(=O)C2C(c3ccccc3O)NC(CCSC)(C(=O)O)C2C1=O (stereo not drawn),2,0.3,10,0.1
COc1ccc(CCNC(=O)C(C)Oc2cccc(Cl)c2)cc1OC (stereo not drawn),-4,0.2,-5,0.8
COc1ccc(C2CCCN2C(=O)Nc2ccc(F)cc2)cc1OC (stereo not drawn),-2,0.1,6,-0.6
C(#CCN1CCN(Cc2ccccc2)CC1)COCCOCc1ccccc1,11,-0.1,9,-0.9
O=S(=O)(NCCCc1nc2cc3ccccc3cc2[nH]1)c1ccc2c(c1)OCCO2,3,0.0,4,-1.1
CC1CN(CCC(=O)Nc2ccc(F)c(F)c2)CC(C)O1 (stereo not drawn),-1,0.1,5,0.5
O=C(N/N=C/c1ccc(Cl)cc1)C(=O)Nc1cccc(Cl)c1,-2,0.6,12,0.3
O=C1OC(NCc2cccnc2)(c2ccc(Cl)cc2)c2ccccc21 (stereo not drawn),-3,-0.6,-5,-0.3
Cc1ccc(S(=O)(=O)N2CCN(c3nc4ccccc4s3)CC2)cc1,14,0.3,10,-0.1
O=C(c1nc2ccc(Cl)cn2c1CNCCCn1ccnc1)N1CCc2ccccc2C1,-6,0.0,-4,0.3
CC(C)CCn1c(SCC(O)CO)nc2c1c(=O)[nH]c(=O)n2C (stereo not drawn),3,-0.1,-1,1.5
# Continuation.
SMILES,TEAD-YAP inh,FBW7 act,MITF primary,GPR151 ag
O=C(O)CCN1C(=O)C(=O)/C(=C(\O)c2ccc(Cl)cc2)C1c1ccccc1F (stereo not drawn),5,-0.1,3,0.7
COc1ccc(-c2[nH]nc3nc(-c4ccccc4O)cc(C(=O)O)c23)cc1,10,-0.1,7,-1.7
N[C@H]1CCC[C@@H](C(=O)Nc2ccc3[nH]ncc3c2)C1,18,0.4,28,-0.8
Cn1cc([N+](=O)[O-])c(C(=O)Nc2ccc(Cl)cc2)n1,-4,0.0,-8,-2.4
Cc1ccc(C)c(NC(=O)COc2cccc3c2CCN(Cc2cccnc2)C3=O)c1,11,0.0,13,-0.2
Cc1nnsc1C(=O)N1CCC[C@@H]2CN(C(=O)c3cccc(C(F)(F)F)c3)CC[C@H]21,-10,-0.1,-2,-1.3
COc1ccc(-c2nc(=O)[nH]c(=O)[nH]2)cc1,4,-0.1,0,2.1
CCC(=O)N(CC)c1nc(-c2ccc(C)cc2)cs1,-50,-0.3,-12,0.4
O=C(Nc1ccccc1CO)c1ccccc1F,-19,-0.2,21,-1.7
COc1ccc2nc(SCC(=O)Nc3ccc(NC(C)=O)cc3)n(S(=O)(=O)c3ccc(C)cc3)c2c1,-3,0.3,4,0.3
Cc1ccc(-n2nc3c(c2NC(=O)c2ccc(S(=O)(=O)N4CCCC4)cc2)CS(=O)(=O)C3)c(C)c1,-2,0.1,25,4.0
CC(C)N(CCNC(=O)c1csc(N2CCCC2CO)n1)C(C)C (stereo not drawn),-6,0.4,-1,-0.9
CC(C)C(=O)Nc1nc(-c2cc3ccccc3o2)cs1,-59,-0.1,-3,3.3
COc1ccc(C(=O)OCC(=O)/C=C2/N(C)c3ccccc3C2(C)C)c(OC)c1,2,0.1,-6,-2.8
Cc1noc(/C=C/N(C)C)c1S(=O)(=O)N1CCCC(C(=O)NC2CCCCC2)C1 (stereo not drawn),7,-0.2,9,0.8
COc1ccccc1N1CCN(S(=O)(=O)CCN2C(=O)CCCC2=O)CC1,8,0.0,-3,-0.4
Cn1c(=O)[nH]c(=O)c2[nH]c(NCc3ccccc3)nc21,8,0.8,11,-1.0
CNCCCOc1ccc(Cl)c(Cl)c1,1,0.2,42,0.7
CC(=O)NC(CC(=O)NNC(=O)CC12CC3CC(CC(C3)C1)C2)c1ccccc1 (stereo not drawn),1,0.4,5,0.0
COc1cccc(NC(=O)NC2(C(=O)NC(C)C)CCCCC2)c1,4,0.1,-1,0.0
CCOc1cc(C(=O)Nc2cccc(C(F)(F)F)c2)cc(OCC)c1OCC,3,0.1,-6,-0.3
COc1ccc(OC)c(NC(=O)CSc2nnc(NC(C)=O)s2)c1,-3,0.3,-4,-1.5

# Screening results from PubChem.
